All columns: NCI-60 one-dose screen, growth in % after 48 h at 10 µM unless noted; 100 = growth as untreated, 0 = no growth, -100 = all killed.
HL-60(TB): HL-60(TB) leukemia cells. actives 9% (n = 78,000); active = growth percent below 10
* hit, by the source's call; & = joins results of further samples.

SMILES	HL-60(TB)
COc1cc2oc(-c3cccc(C(=O)N[C@H](C(=O)OC(C)(C)C)C(C)C)c3)cc(=O)c2c(OC)c1OC	92
C(=N\OCCc1ccccc1)/c1ccncc1	82
O=C(Cn1c2c(sc1=O)[C@H]1[C@@H](O)[C@@H](O)[C@H](O)[C@@H]1CS2)Nc1nccs1	104
COc1ccc(-c2cc(C(=O)c3cc(C)c(C)cc3O)cn(NC(C)=O)c2=O)cc1	85
O=c1[nH]c(N2CCCCC2)nc2sc3c(c12)CCCC3	99
C=C(C)COC(=O)C1CC2OC2CC1C(=O)OCC(=C)C (stereo not drawn)	121
C=CCSc1nnc(-c2ccc3nc(-c4ccc(OC)cc4)[nH]c3c2)o1	100
Cn1cc(-c2noc(C(=O)c3cn(C)c4ncc(Br)cc34)n2)c2cc(F)ccc21	97
S=C(S)Nc1ccccc1	110&90
N=C(c1ccccc1)c1ccccc1C(=O)c1ccccc1	92
Cn1ccnc1[C@@H]1C[C@@H]2C(=O)N(c3ccccc3)C(=O)[C@@H]2c2c1n(C)c1ccccc21	100
O=C(O)CCCCc1ccc([N+](=O)[O-])cc1	94&75
CCCCN=C(C)CC(=O)CC(=O)c1ccccc1	63
O=C1c2ccccc2NC(c2cn(-c3ccccc3)nc2-c2cccs2)N1Cc1ccccc1 (stereo not drawn)	-6.6*
CC(=O)Nc1ccc(O)c(O)c1	118
Cc1cc(CN(C)C)c(O)c(C(=O)O)c1	88
Cc1c(C)c2c(c(C)c1NC(=O)CCCCCCC(=O)O)CCC(C)(CCCC(C)CCCC(C)CCCC(C)C)O2 (stereo not drawn)	75
Oc1ccc(/C=N\NC(=S)N/N=C/c2ccc(O)cc2O)c(O)c1	88
COc1ccc(C/C(C)=C(/c2ccc(OCCN(C)C)cc2)c2ccc(OC(=O)NCc3ccccc3)cc2)cc1	45
OC(N1CSC(=S)N(C(O)C(Cl)(Cl)Cl)C1)C(Cl)(Cl)Cl (stereo not drawn)	104
N#CC1=C(c2ccc(Cl)cc2)Nc2c(c(-c3ccc(Cl)cc3)nn2-c2ccccc2)C12C(=O)Nc1ccc(Cl)cc12 (stereo not drawn)	15
O=C(Nc1cc(Cl)ccc1Cl)c1ccc(S(=O)(=O)NCc2ccco2)cc1	76
Cn1cc(CCc2cc[n+](CCC[N+](C)(C)C)cc2)c2ccccc21	47
CC(=O)CC(=O)Nc1ccc(C)cc1	111
S=C=Nc1ccc(I)cc1	105
COn1cc(C(=O)c2cccs2)c2cc(C#N)c(C#N)cc21	106
COc1cc2ccc(NC(C)=O)cc2cc1OC	111
Cc1ccc(-n2nnc(C(=O)Oc3cc(C)c4sc(=O)[nH]c4n3)c2C)cc1C	82
CN(C)Cc1cc(C(C)(C)C)cc(N2CCOCC2)c1O	116
CCC(CC)(CC)c1cc([N+](=O)[O-])c(C)c([N+](=O)[O-])c1OC	92
CC(C)(C)CC(C)(C)NC(=O)Nc1ncccc1OCc1ccccc1	91
C=CCOC(=O)/C=C\c1ccccc1OC	113
CC1CCC2C(C)(C)C3CC12CC1OC13C (stereo not drawn)	125
CN(C)CCCOc1c2ccc(Cl)cc2nc2c1oc1ccc(Cl)cc12	19
COc1cc(OC)c2c3nc4cc(C)c(C)cc4nc3n(CCN(C)C)c2c1	53
CNC(=O)c1cc(-n2ccc3cc(NS(=O)(=O)c4ccc(Cl)c(C(F)(F)F)c4)ccc32)ccn1	89

Already shown: entries from further up.
SMILES	HL-60(TB)
C=CCOC(=O)/C=C\c1ccccc1OC	113
CC1CCC2C(C)(C)C3CC12CC1OC13C (stereo not drawn)	125

Next part
SMILES	HL-60(TB)
CCCCCCCCCCCCCCCCNC(=S)N/N=C/c1cccc([N+](=O)[O-])c1	111
CC(=O)N1N=C(c2sc(Nc3ccccn3)nc2C)CC1c1ccccc1F (stereo not drawn)	45
O=c1c2cc3c(=O)n(O)c(=O)c3cc2c(=O)n1O	103
COCCN(CCOC)/N=N/c1nc[nH]c1C(N)=O	56
Clc1cccc(Cc2cn3cc(-c4ccccc4)nc3s2)c1	66
O=C(Nc1cccc(-c2nc(-c3ccc(NC(=O)c4cccnc4)cc3Cl)no2)c1)Nc1ccc(NC(=O)C2CC2)c(C(F)(F)F)c1	-42*
c1ccc(-n2c3ccccc3c3ccccc32)cc1	124
Cc1cc(N=Nc2nccs2)c(O)cc1O	52
CCC(C)Sc1nc(N)nc2c1ncn2C1OC(CO)C(O)C1O (stereo not drawn)	94
COc1ccc(C2=Nc3c(N)ncnc3NC(c3cccc(Nc4ccnc5cc(C(F)(F)F)ccc45)c3)C2)cc1 (stereo not drawn)	43
Cc1ccc(S(=O)(=O)C/C(=N\Nc2ccc(S(N)(=O)=O)cc2)c2cc3cc(Br)ccc3o2)cc1	105
O=C1NC(O)(c2ccccc2)c2ccccc21 (stereo not drawn)	91
Nc1ccc(N=Nc2ccccc2Cl)c(N)n1	84
Cc1[nH]nc2ncnc(N)c12	107
O=c1[nH]c2nc(-c3ccc(Cl)cc3)cc(-c3ccc(Cl)cc3)c2s1	86
Cc1ccc(/C=C(\C#N)n2nc3cc(F)c(F)cc3n2)cc1	87
CC1(C)C(N)=Nc2cc(OCCCN3Cc4ccc(OCCc5cn(CC(=O)N6CCC(CCN7CCCC7)CC6)nn5)cc4C3)c(OCC3CC3)cc21	97
CCCCC(=O)OCCCc1ccccc1	112
COc1cc2oc(-c3cccc(NC(=O)CN)c3)cc(=O)c2c(OC)c1OC	108
O=C(CCc1nnc(SCc2ccccc2)s1)c1nc2ccccc2[nH]1	92
CC(=O)OC1C=CC(OC(C)=O)O1 (stereo not drawn)	102
CCC(C)(O)C#CC(C)(O)CC (stereo not drawn)	108
CCCCCCNC(=O)Oc1ccc(/C(=C(\C)c2ccccc2)c2ccc(OCCN3CCCCC3)cc2)cc1	31
CCC/C=C/C=N/N1C(=S)N(Cc2ccccc2)[C@]23OC(N)=C(C#N)[C@]12C(=O)c1ccccc13	70
c1ccc(CCCCc2ccc3ccccc3n2)cc1	102
Cc1nc2c3c(-c4ccccc4)c(-c4ccccc4)oc3ncn2n1	91
NC(=O)N1N=C(c2ccccc2)CC1c1cn(-c2ccccc2)nc1-c1ccccc1 (stereo not drawn)	98
Cc1ccc(NC(=O)NC2OC(=O)c3ccccc32)cc1 (stereo not drawn)	91
COc1ccccc1NC(=O)c1ccccc1C	93
O=[N+]([O-])c1c(S(=O)(=O)O)cc2cc(S(=O)(=O)O)ccc2c1[N+](=O)[O-]	108
N#Cc1ccc(OC(=O)Nc2c(Br)cc(Br)cc2Br)cc1	97
COc1cc(-c2cnc3nonc3n2)c(OC)c2c1OCO2	89
CCC(=O)OC1=C(C)SC2=NC(c3ccc(N)cc3)=CC(c3ccc(OC)cc3)N21 (stereo not drawn)	131
CC1(C)O[C@@H]2C[C@H]3[C@@H]4CC=C5C[C@@H](O)CC[C@]5(C)[C@H]4CC[C@]3(C)[C@]2(C(=O)CO)O1	103
COc1ncnc2c(CN3CCN(Cc4ccccc4)CC3)c[nH]c12	103
CC(C)CSc1nc(NCCc2c[nH]c3ccccc23)c(C#N)c(-c2ccccc2)n1	61
C/C(=N\N)c1nnn(-c2ccc(Cl)cc2)c1C	109
Cc1nc(Nc2ccc(F)cc2)nc(Nc2ccc(F)cc2)c1[N+](=O)[O-]	112
CN1CN(C)CN(C)C1	104
N/C(=N\C(N)=N\c1nc2ccccc2s1)c1ccc(Cl)cc1	90
CCOC(=O)C=C1C=CN(CC(=O)c2ccc(Br)cc2)C=C1	100
Cc1ccc(-c2cc3c(cc2O)C2CCCCC2(N2CCOCC2)O3)cc1 (stereo not drawn)	96
CC1=NN(c2ccccc2)C(=O)C1N=Nc1ccccc1O (stereo not drawn)	80
COc1cc(/C=N/NC(=O)COc2ccc(NC(=O)Nc3ccc(Cl)cc3)cc2)cc(OC)c1OC	94
CNc1nc2c(s1)C(c1ccc(F)cc1Cl)CC(=O)N2 (stereo not drawn)	97
CNC(=O)c1cc(Oc2ccc3nc(NC(=O)Nc4cc(C(F)(F)F)cc(C(F)(F)F)c4)sc3c2)ccn1	-40*
COC(=O)NNc1ccc([N+](=O)[O-])cc1	97
C#CCn1c(CO)ccc1CNc1ccccc1OC	102
C=C1CCC(C(C)C)C2C1C1CC(C)(O)C3CCC(C)(O3)C2O1 (stereo not drawn)	94
CC/C(=C\c1ccc(C(C)(C)C)cc1)[N+](=O)[O-]	80
CNC(=S)Nc1ccc(S(=O)(=O)Nc2ccc(Cl)nn2)cc1	110
Cc1cc(Nc2ccc(OCc3ccccc3)cc2)nc2cc(O)ccc12	-44*
CCC(=O)Oc1c(Cl)cc(Cl)cc1-c1ccccc1	89
COc1ccc(S(=O)(=O)NCCCNc2nccc(-n3ccc4cccnc43)n2)cc1	104
CC(=O)OC(CCc1ccc(Cl)cc1)c1ccccc1 (stereo not drawn)	83
[Cl][Hg][c]1cc(Br)cc(Br)c1	-27*
COc1cc(NC(=O)Nc2cnc(Nc3ccc(N4CCOCC4)cc3)nc2Oc2ccc(C)cc2OC)cc(OC)c1	72
CC(C(=O)O)c1nc(-c2ccc([N+](=O)[O-])cc2)nn1-c1nc2ccccc2[nH]c1=O (stereo not drawn)	97
Cc1ccc(C(=O)/C=C/c2cn(Cc3ccc(Cl)cc3)c3ccccc23)cc1	88
O=C1Nc2ccc(Cl)cc2/C1=C/c1c[nH]c2ccc(F)cc12	79

Next results
SMILES	HL-60(TB)
O=C1NC(=O)C(=Cc2ccc3c(c2)Cc2ccccc2-3)C(=O)N1	90
Cc1cccc(N=Cc2ccccc2O)c1C	88
Cc1[nH]c(=S)[nH]c(=O)c1Cc1c(O)ccc2ccccc12	69
CC#C[C@]1(O)CC[C@H]2[C@@H]3CCC4=CC(=O)CCC4=C3[C@@H](c3ccc4c(c3)OCO4)C[C@@]21C	67
C=CC(=O)NCCCCCCNC(=O)C=C	88
CN1CCN(c2ccc(/C=N/NC(=O)c3cnc4n(c3=O)CCCCC4)cc2)CC1	103
CN1CCc2c(c3ccccc3n2Cc2ccccc2)C1	88
COc1ccc(CCNC(=O)c2ccc(Cl)c(Cl)c2)cc1OC	97
CCCCCC(O)C(C)(C)C (stereo not drawn)	96
Cc1cc(O)c(Cl)cc1O	90
C#C[C@]1(O)CC[C@H]2[C@@H]3CC=C4c5sc(Nc6ccc(N(C)C)cc6)nc5CC[C@]4(C)[C@H]3CC[C@@]21C	-26*
COc1cc(Nc2cc(O)c3c(=O)cc(-c4ccccc4)oc3c2)cc(OC)c1OC	115
Cc1cccc(C)c1NC(=O)CN(CC(C)C)CC(O)COc1ccccc1 (stereo not drawn)	98
Cc1nc2nc(SCC(=O)O)[nH]c2c(=O)[nH]1	95
Cc1ccc(Nc2nc3n[nH]c(Nc4cccc(Cl)c4)c3c(=O)[nH]2)cc1	95
N#Cc1c(-c2ccc(Cl)cc2)nc(SCc2ccc([N+](=O)[O-])cc2)nc1N1CCNCC1	-53*
CC(C)CC(=O)CCCc1ccccn1	98
Cc1cc2nnc(-c3ccc(Cl)cc3)n2c(SCc2ccccc2)n1	96
O=C1C2=C(CCN(Cc3ccccc3)C2)N2CCN=C2N1Cc1cccs1	98
CCC(=O)C(c1ccc(N(C)C)cc1)c1ccc(N(C)C)cc1	87
c1ccc2c3c([nH]c2c1)C(c1ccc(C2NCCc4c2[nH]c2ccccc42)cc1)NCC3 (stereo not drawn)	-63*
CC(C)c1ccc(S(=O)(=O)Nc2sc3c(c2C#N)CCC(=O)C3)cc1	96
COc1c(O)cc(C=O)cc1[N+](=O)[O-]	119
Oc1c(C(c2ccc(F)cc2)N2CCCCC2)ccc2cncnc12 (stereo not drawn)	-29*

16 entries from above in a different format:
molecule | HL-60(TB)
CCCCCC(O)C(C)(C)C (stereo not drawn) | 96
Cc1cc(O)c(Cl)cc1O | 90
C#C[C@]1(O)CC[C@H]2[C@@H]3CC=C4c5sc(Nc6ccc(N(C)C)cc6)nc5CC[C@]4(C)[C@H]3CC[C@@]21C | -26*
COc1cc(Nc2cc(O)c3c(=O)cc(-c4ccccc4)oc3c2)cc(OC)c1OC | 115
Cc1cccc(C)c1NC(=O)CN(CC(C)C)CC(O)COc1ccccc1 (stereo not drawn) | 98
Cc1nc2nc(SCC(=O)O)[nH]c2c(=O)[nH]1 | 95
Cc1ccc(Nc2nc3n[nH]c(Nc4cccc(Cl)c4)c3c(=O)[nH]2)cc1 | 95
N#Cc1c(-c2ccc(Cl)cc2)nc(SCc2ccc([N+](=O)[O-])cc2)nc1N1CCNCC1 | -53*
CC(C)CC(=O)CCCc1ccccn1 | 98
Cc1cc2nnc(-c3ccc(Cl)cc3)n2c(SCc2ccccc2)n1 | 96
O=C1C2=C(CCN(Cc3ccccc3)C2)N2CCN=C2N1Cc1cccs1 | 98
CCC(=O)C(c1ccc(N(C)C)cc1)c1ccc(N(C)C)cc1 | 87
c1ccc2c3c([nH]c2c1)C(c1ccc(C2NCCc4c2[nH]c2ccccc42)cc1)NCC3 (stereo not drawn) | -63*
CC(C)c1ccc(S(=O)(=O)Nc2sc3c(c2C#N)CCC(=O)C3)cc1 | 96
COc1c(O)cc(C=O)cc1[N+](=O)[O-] | 119
Oc1c(C(c2ccc(F)cc2)N2CCCCC2)ccc2cncnc12 (stereo not drawn) | -29*

(list continues)
SMILES	HL-60(TB)
COc1ccc(-c2cc(-c3nc4ccccc4[nH]3)[nH]n2)cc1	44
CCOC(=O)c1csc(NC(=O)c2ccc(NC3CCCCC3)c([N+](=O)[O-])c2)n1	99
COc1ccc(-n2c(/C=C3\C(=O)Nc4ccccc43)ccc2COCC2CO2)cc1 (stereo not drawn)	99
CC1=C(C(=O)O)N2C(=O)[C@@H](NC(=O)C(N)c3ccccc3)[C@H]2SC1 (stereo partly drawn)	89
Cc1nn(-c2ccccc2)c(-n2ccnc2)c1/C=N/Nc1nc(-c2ccc(Br)cc2)cs1	90
C=CS(=O)(=O)c1ccccc1	97
CCOCCC(CC)CC(C)C (stereo not drawn)	40
CN(C)C(=O)C(=O)C1C=Cc2ccccc21 (stereo not drawn)	77
O=C1c2ccccc2C(=O)N1CO	103&103&109
c1ccc2[nH]ncc2c1	99&100
CN(C)c1ccc2cc3c(cc2c1)Oc1ccccc1N3.[Cl][Zn][Cl]	-10*
O=c1c(-c2nc3ccccc3[nH]2)cc2ccccc2n1Cc1cn(Cc2cccc(Cl)c2)nn1	100
O=[N+]([O-])c1ccccc1CCc1ccccc1[N+](=O)[O-]	98
C=CCN1C(=O)CS/C1=N\Nc1cc(=O)[nH]c2ccc(C)cc12	100

Assay outcomes as filed in PubChem BioAssay.

An excerpt; the hit share may differ from the screen's.
